Source: PubChem (Vanderbilt High Throughput Screening Facility)
DAT uptake mod: human DAT dopamine uptake with cocaine, either direction | Q01959 | actives 1.3% (n = 110,000) | B-score at 10 µM | AID 449768 | LLC-PK1 hDAT cells, [14C]-dopamine uptake with cocaine IC80; actives deviate in either direction;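 active = Z score or B-score, a plate-position-corrected score, falls beyond the plate's 99.7% confidence bounds, in either direction; inactive = both scores lie inside the 99.7% bounds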;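 note: scored against the spread of the other compound wells on the same plate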
Target sequence (Q01959 whole entry, looked up): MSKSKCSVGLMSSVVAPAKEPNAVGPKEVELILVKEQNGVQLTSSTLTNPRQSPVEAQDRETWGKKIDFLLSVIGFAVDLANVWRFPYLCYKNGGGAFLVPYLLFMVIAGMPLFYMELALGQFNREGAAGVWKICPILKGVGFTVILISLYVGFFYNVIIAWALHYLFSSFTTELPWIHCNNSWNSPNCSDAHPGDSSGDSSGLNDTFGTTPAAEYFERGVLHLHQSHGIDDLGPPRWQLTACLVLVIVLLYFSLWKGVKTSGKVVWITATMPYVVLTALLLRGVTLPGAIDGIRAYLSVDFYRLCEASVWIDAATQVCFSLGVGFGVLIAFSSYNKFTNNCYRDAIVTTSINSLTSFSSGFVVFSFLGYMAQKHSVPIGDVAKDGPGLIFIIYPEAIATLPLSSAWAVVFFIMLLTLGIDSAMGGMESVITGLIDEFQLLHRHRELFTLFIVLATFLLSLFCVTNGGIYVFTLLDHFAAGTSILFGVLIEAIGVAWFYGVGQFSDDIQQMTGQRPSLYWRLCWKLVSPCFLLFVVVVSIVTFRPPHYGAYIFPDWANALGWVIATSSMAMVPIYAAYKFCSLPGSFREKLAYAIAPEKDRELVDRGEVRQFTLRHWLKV
The depositor's hits bear a star. A portion of the library, so the mix of outcomes need not match the whole.

SMILES | DAT uptake mod
COC(=O)C[C@H]1c2cc(C(F)(F)F)ccc2S(=O)(=O)N1c1ccc(N(C)C)cc1 | -0.44
NCCCC[C@H]1CNC(=S)N1CCc1cccc(F)c1 | 0.29
Cc1cc2cc(CNC(=O)Nc3ccc(Cl)c(Cl)c3)ccc2n1C | -0.73
CCCNC(=O)N1C2=NC(C(=O)OC)=C(C(=O)OC)[C@@H]3N(Cc4ccccc4)c4ccccc4[C@]23C[C@H]1CO | 1.6
C[C@H](O)CC1=C[C@H](O)[C@@H](C)OC1=O | -1.2
Cc1ccc(Cn2c(C(C)Nc3nc(-c4ccc(Cl)cc4)cs3)nc3cc(C(=O)NCCCO)ccc32)cc1 (configuration not stated) | 0.78
CCC1=C[C@H]2CN(C1)Cc1c([nH]c3ccccc13)[C@@](C(=O)OC)(c1cc3c(cc1OC)N(C)[C@H]1[C@@](O)(C(=O)OC)[C@H](OC(C)=O)[C@]4(CC)C=CCN5CC[C@]31[C@@H]54)C2 | -1.1
COc1ccc(-c2oc3ccc(-c4ccc5c(c4)OCO5)cc3c2C#CC2(O)CCCCC2)cc1 | -0.93
O=C(NCc1cccnc1)C(=O)NCC1OCCN1S(=O)(=O)c1ccc(Cl)cc1 (configuration not stated) | 0.79
CC1(OC(=O)C2CCCC2)C(=O)C=C2C=C(c3ccsc3)N(C3CCCC3)C=C2C1=O (configuration not stated) | -0.53
CN1CCN(C(=O)C2=C[C@@H](c3coc4ccccc4c3=O)C[C@@H](OCCCCO)O2)CC1 | 0.063
COc1cc(C)c2c(c1C=O)Oc1c(c(C)c(O)c3c1C(O)OC3=O)OC2=O (configuration not stated) | 0.0087
CCCNC(=O)C1(CC2CC(c3ccccc3)=NO2)CCN(C(=O)CCCCCBr)CC1 (configuration not stated) | 0.023
CC1=C(N2CCN(c3ncccn3)CC2)CCC1=O | 0.34
O=c1c2ccccc2sc2ccc(C#CC3(O)CCCCC3)cc12 | 1.1
Cc1ccc(S(=O)(=O)N2CCC(=O)N(C(CO)C(C)C)CC2)cc1 (configuration not stated) | -0.61
O=C(Nc1ccccc1)c1ccc(Br)o1 | 0.53
COC(=O)[C@@]1(Cc2ccc(OC)cc2)[C@H]2c3cc(C(=O)N(C)C)n(Cc4ccc(OC(F)(F)F)cc4)c3C[C@H]2CN1C(=O)c1ccccc1 | -0.74
CC(C)(C)OC(=O)NCCCC[C@@H](C(=O)N1CCN(C(=O)OC(C)(C)C)CC1)n1cc(C(CO)NC(=O)OC(C)(C)C)nn1 (some centres not stated) | -1.4
COC(=O)C1=C(COc2ccccc2)NC(=O)NC1c1ccc(Cl)cc1 (configuration not stated) | -0.24
CNC(C)C#Cc1ccc2sc3cc(OC)c(OC)cc3c(=O)c2c1 (configuration not stated) | 0.089
CCO[C@@H]1OC(C(=O)N2CCOCC2)=C[C@H](c2cn(C(C)=O)c3ccccc23)[C@H]1CCCO | -0.073
CC(C)(C)[C@H]1C=C(C(=O)N2CCOCC2)O[C@@H](OCc2ccc(CO)cc2)C1 | 0.62
CNC(=O)c1cc2c(cn1)[nH]c1ccccc12 | 0.2
CC1(c2nnc(Cc3ccccc3)o2)CC(c2c(Cl)cccc2Cl)=NO1 (configuration not stated) | 2.2
C=C1CCN([C@H](C(=O)Nc2ccc(OC)cc2)C(C)C)S(=O)(=O)c2ccccc21 | -0.26
CNC(=O)c1c(NC(=O)c2ccc(N3C(=O)CCC3=O)cc2)sc2c1CCCC2 | 0.36
CCO[C@@H]1OC(C(=O)Nc2ccccc2)=C[C@H](c2ccc3c(c2)OCO3)[C@H]1CCCO | 0.45
CC(C)CCNC(=O)c1c(CSc2ccccc2)noc1C(=O)NCc1ccccc1 | -0.12
CCCCCCCCN1[C@@H](CC(=O)O)c2cc(F)ccc2S1(=O)=O | 1.3
COC(=O)C1=CO[C@@H](O[C@@H]2OC(CO)[C@@H](O)[C@@H](O)[C@@H]2O)C2C1CC[C@]2(C)O (some centres not stated) | -0.69
C=CCN1c2ccccc2[C@]23C[C@@H](C(=O)OC)N(C(=O)c4cccs4)C2=NC(C(=O)OC)=C(C(=O)OC)[C@H]13 | -0.13
COC(=O)C1=C(C)N(Cc2ccccc2)C(=O)N[C@H]1c1ccco1 | -0.025
N#Cc1ccc(C23CC4(C2)[C@H](CN(Cc2ccc(C(F)(F)F)cc2)[C@@H]4c2ccccc2)C3c2ccc(Cl)nc2)cc1 (some centres not stated) | -0.75
COC(=O)[C@H]1C[C@@H]1[C@H](NC(=O)c1cnccn1)c1ccccc1 | -0.18
CCC/C(O)=C1\C(=O)CC(c2ccccc2)CC1=NCCc1c(C)[nH]c2ccccc12 (configuration not stated) | 0.65
COc1ccc(-c2csc(NCCc3nc4cc(Cl)c(Cl)cc4n3CCCO)n2)cc1 | 3
CC(C)[C@H](NC(=O)[C@H](CCCN=C(N)N)NC(=O)NC(Cc1ccccc1)C(=O)O)C(=O)NC(C=O)CCCN=C(N)N (some centres not stated) | -0.5
Clc1ccc(C2[C@H]3CN(CC4CCCCC4)[C@H](c4ccccc4)C34CC2(c2ccccc2)C4)cn1 (some centres not stated) | 0.29
NC(=O)C1=C[C@@H](c2ccc3c(c2)OCO3)C[C@@H](OCCCCO)O1 | -0.83
C#CCOCCOCCOCCNc1nc(N2CCOCC2)nc(N2CCN(C(=O)[C@H](Cc3ccc(O)cc3)n3cc([C@@H](N)C(C)CC)nn3)CC2)n1 (some centres not stated) | 0.53
COc1cc2c(c3oc(-c4ccccc4)cc(=O)c13)C=CC(C)(C)O2 | 2.5
COc1ccc([C@@H]2C[C@H](c3ccccc3)Oc3cc(OC)c(OC)c(OC)c32)cc1 | -0.64
CNC(=O)[C@H](C)[C@@H]1C[C@@]1(C)[C@@H](NC(=O)OCc1ccccc1)c1ccccc1 | 1.1
O=C(Cn1cc(CCO)nn1)N1CCNCC1 | -0.12
CCOC(=O)[C@@H]1[C@H]2COc3cc(OC)ccc3[C@@H]2N2C(=O)N(c3ccc(Cl)cc3)C(=O)[C@]12C | 0.2
CCN1CCN(C(c2ccccc2)c2sc3nc(C)nn3c2O)CC1 (configuration not stated) | -0.59
COC(C[C@H]1O[C@H]1[C@H](O)[C@@H](C)OCc1ccccc1)OC | -0.74
CC(C)NC(=O)c1ccc2c3n(nc2c1)-c1ccccc1CO3 | 0.53
CC(C)Cn1c(N)c(C(=O)COC(=O)c2cc(C3CC3)nc3ccccc23)c(=O)n(C)c1=O | 2
Cc1ccc(CNC(=O)[C@H]2C[C@@H]2[C@H](NP(=O)(c2ccccc2)c2ccccc2)c2ccccc2)o1 | 1.1
C[C@H](O)[C@@]1(O)CC[C@H]2[C@@H]3CC[C@@H]4C[C@H](O)CC[C@]4(C)[C@H]3CC[C@@]21C | 0.25
Cc1ccc(-c2cc([C@H]3[C@H]4C=CC[C@@H](C)[C@@H]4C(=O)N3Cc3ccccc3)ccc2F)cc1 | -0.39
CC(C)(C)[C@H]1C=C(C(=O)NCc2nc3ccccc3[nH]2)O[C@@H](OCc2ccc(CO)cc2)C1 | 0.85
NC(=O)CC(NC(=O)Cc1cccc2ccccc12)c1ccc(N2CCC(Br)CC2)c([N+](=O)[O-])c1 (configuration not stated) | -0.45
CN1CCN(C(=O)C2=C[C@@H](C3CCCCC3)C[C@@H](OCc3ccc(CO)cc3)O2)CC1 | 0.45
CC(O)[C@H]1CNC(=O)C(=O)N1CCc1cccc(F)c1 (some centres not stated) | -1.5
CCCCC#Cc1ccccc1CC(=O)Nc1ccccc1 | -0.89
Clc1ncccc1-c1nnn(-c2ccccc2Br)n1 | -0.16
CC(=O)C1=C(O)CC(c2ccccc2)CC1=NCCc1c(C)[nH]c2ccc(C)cc12 (configuration not stated) | -0.041

Following part
SMILES | DAT uptake mod
CCCCCCN(C(=O)CCCCCN1C(=O)NC(c2ccc(-c3ccccc3)cc2)C(C(=O)OCc2ccccc2)=C1C)C(C(=O)NCCCC)c1ccc(O)c(C(=O)OC)c1 (configuration not stated) | -0.24
O=C(O)C1=C[C@H](c2coc3ccccc3c2=O)C[C@H](OCCCCO)O1 | -0.8
NC1=NC[C@@H](Cc2ccc(O)cc2)N1CCc1cccc(F)c1 | -0.057
O=C(CCO)c1ccc(O)cc1 | 0.34
CC(NS(=O)(=O)c1ccccc1)C(c1cccs1)N1CCOCC1 (configuration not stated) | 0.097
O=C(/C=C/c1ccc(O)cc1)OCc1occc(=O)c1O[C@@H]1OC(CO)[C@@H](O)[C@H](O)[C@@H]1O (some centres not stated) | 0.13
CC(=O)OC1=C(O)C(=O)c2ccccc2C1=O | 0.11
CCN1C(=O)N(S(=O)(=O)C(F)(F)F)[C@@H](c2ccccc2)C(C(=O)OC)=C1C | -0.46
COc1ccccc1Nc1cc2cc(Br)ccc2c(=O)[nH]1 | -0.56
O=c1ncc(F)c[nH]1 | -0.36
COC(=O)CCC(=O)OC1(C)C(=O)C=C2C=C(C3CC3)N(CC(C)C)C=C2C1=O (configuration not stated) | -1.2
O=C1N[C@H](Cc2ccccc2)C(=O)N[C@H]1Cc1cn(S(=O)(=O)c2ccccc2)c2ccccc12 | -1.2
CC(C)C[C@H](NC(=O)c1nc[nH]c1C(=O)NC1CCN(C(=O)OC(C)(C)C)CC1)C(=O)OC(C)(C)C | 0.49
C=CC1C(OC2OC(CO)C(O)C(O)C2O)OC=C(C(=O)OC)C1CC1CC(=O)CC(CC(=O)CCc2ccc(O)cc2)O1 (configuration not stated) | -0.21
CN(C)S(=O)(=O)c1ccc(C(=O)NCc2ccc3[nH]c4c(c3c2)CCCC4)cc1 | 0.31
Cc1cccc(CSc2nc3ccncc3n2CC(=O)Nc2cc(C)cc(C)c2)c1 | -0.16
COc1cc(/C=C/CO)ccc1O[C@@H]1O[C@H](CO)[C@@H](O)[C@H](O)[C@H]1O | 0.55
O=C(NCc1ccccc1)C1(C(F)(F)F)C/C(=C/CCO)CCCO1 (configuration not stated) | -0.25
C[C@H](NC(=O)c1nc[nH]c1C(=O)N1CCc2ccccc2C1)C(=O)OCc1ccccc1 | 1.1
COc1cccc(C(=O)OCn2nnc3ccccc3c2=O)c1OC | -0.84
CC1(C)c2[nH]c3ccccc3c2C[C@@H]2C(=O)N(Cc3ccccc3Cl)C(=O)N21 | -0.85
CCO[C@@H]1OC(C(=O)NCc2nc3ccccc3[nH]2)=C[C@H](c2csc3ccccc23)[C@H]1CCCO | 2.2
COC(C[C@@H](O)CC(=O)[C@H](C)OCc1ccccc1)OC | -0.081
O=C(N[C@H](CO)Cc1ccccc1)c1ccco1 | -0.71
CC(O)Cc1cn([C@@H](CCCCNC(=O)OC(C)(C)C)C(=O)N2CCN(C(=O)OC(C)(C)C)CC2)nn1 (some centres not stated) | -0.34
Cc1c(C(=O)N2CC3(CC(c4cccc(NC(=O)[C@H]5CCC(=O)N5)c4)=NO3)C[C@@H]2C(N)=O)cc([N+](=O)[O-])cc1[N+](=O)[O-] (some centres not stated) | -1.2
CCOC(=O)C[C@H]1c2ccc(C(F)(F)F)cc2S(=O)(=O)N1c1ccccc1 | -1.1
CC1(OC(=O)C2CCCC2)C(=O)C=C2C=C(c3ccsc3)N(CCN3CCOCC3)C=C2C1=O (configuration not stated) | -0.56
O=C(Nc1ccc(-c2csc(Nc3ccccc3)n2)cc1)c1cccc(C(F)(F)F)c1 | 0.32
O=C(CCn1c(=O)oc2ccccc21)N(Cc1ccccc1)c1ccccc1 | 0.0058
C#CCNC(=O)C1=C[C@H](c2coc3ccccc3c2=O)[C@@H](CCCO)[C@H](OCC)O1 | -0.13
O=C(N[C@@H](Cc1ccccc1)C(=O)OCc1ccccc1)c1nc[nH]c1C(=O)N1CCc2ccccc2C1 | 0.98
C#CCOCCOCCOCCNc1nc(N2CCN(C(=O)C([C@@H](C)CC)n3cc(C(N)COC(=O)C(F)(F)F)nn3)CC2)nc(N2CCN(C(=O)C([C@@H](C)CC)n3cc(C(N)CC(C)C)nn3)CC2)n1 (some centres not stated) | -0.34
C[C@@H]1NC(=O)c2cc([N+](=O)[O-])cc(I)c2NCC[C@@H](C(N)=O)NC(=O)[C@H](CC(N)=O)NC1=O | -0.37
CCCCNC(=O)c1onc(CSc2ccccn2)c1C(=O)NCCCC | 2
O=C(C1=C[C@H](c2ccccc2)C[C@H](OCc2ccc(CO)cc2)O1)N1CCN(Cc2ccc3c(c2)OCO3)CC1 | 1.2
C[C@]1(C(=O)NCCc2c[nH]c3ccccc23)C=C[C@@H](Cc2ccccc2)N1C(=O)c1ccccc1 | 2.5*
COc1ccc2[nH]c(-c3ccc(C)cc3)cc(=O)c2c1 | 0.67
CN1CCN(C2=Nc3cc(F)ccc3Cc3ccccc32)CC1 | -0.05
OCC[C@H]1C[C@@H](O)[C@H](O)[C@]2(CCCO2)O1 | -0.62

An excerpt from above in order of number of heavy atoms, smallest number first:
SMILES | DAT uptake mod
OCC[C@H]1C[C@@H](O)[C@H](O)[C@]2(CCCO2)O1 | -0.62
O=C(N[C@H](CO)Cc1ccccc1)c1ccco1 | -0.71
CCCCCCCCN1[C@@H](CC(=O)O)c2cc(F)ccc2S1(=O)=O | 1.3
COc1cc2c(c3oc(-c4ccccc4)cc(=O)c13)C=CC(C)(C)O2 | 2.5
CCN1C(=O)N(S(=O)(=O)C(F)(F)F)[C@@H](c2ccccc2)C(C(=O)OC)=C1C | -0.46
CC(C)(C)[C@H]1C=C(C(=O)N2CCOCC2)O[C@@H](OCc2ccc(CO)cc2)C1 | 0.62
COC(=O)C[C@H]1c2cc(C(F)(F)F)ccc2S(=O)(=O)N1c1ccc(N(C)C)cc1 | -0.44
CN1CCN(C(=O)C2=C[C@@H](C3CCCCC3)C[C@@H](OCc3ccc(CO)cc3)O2)CC1 | 0.45
Cc1ccc(-c2cc([C@H]3[C@H]4C=CC[C@@H](C)[C@@H]4C(=O)N3Cc3ccccc3)ccc2F)cc1 | -0.39
CCOC(=O)[C@@H]1[C@H]2COc3cc(OC)ccc3[C@@H]2N2C(=O)N(c3ccc(Cl)cc3)C(=O)[C@]12C | 0.2
CC1(OC(=O)C2CCCC2)C(=O)C=C2C=C(c3ccsc3)N(CCN3CCOCC3)C=C2C1=O (configuration not stated) | -0.56
COc1ccc(-c2oc3ccc(-c4ccc5c(c4)OCO5)cc3c2C#CC2(O)CCCCC2)cc1 | -0.93
Cc1c(C(=O)N2CC3(CC(c4cccc(NC(=O)[C@H]5CCC(=O)N5)c4)=NO3)C[C@@H]2C(N)=O)cc([N+](=O)[O-])cc1[N+](=O)[O-] (some centres not stated) | -1.2
